CHX counter: counter-screen for Shiga toxin inhibitors: cycloheximide protein synthesis inhibition; actives 12% (n = 300,000); cell reporter, cycloheximide protein synthesis inhibition counterscreen; AID 2314; max response, %; in the data active means max response mostly above about 13%, no sharp cut-off; inactive means mostly below about 14%; further: read at 38.3 µM for the half of the compounds with a filed dose; 0% is about no effect
Pf growth 48h: inhibits P. falciparum growth in the first generation, 48 h | actives 5.9% (n = 310,000) | P. falciparum luciferase growth in erythrocytes, 48 h | Potency, µM (doses to about 28.7 µM), for inactives: at the highest dose activity change, negative = inhibition, most hits filed as inhibitors; further: potency means the concentration at half of the fitted maximal effect; on the % scale 0 is the no-effect control and ±100 the full control effect
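Luciferase-expressing P. falciparum in infected erythrocytes (2% hematocrit, 0.1% parasitemia final) in RPMI 1640/0.5% Albumax were exposed to compound for 48 hours at 37 C, 5% CO2; growth read as luminescence.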
HCV inh: HCV inhibition; actives 3.4% (n = 340,000); Potency, µM (series often up to 41.8 µM), for the others: at the highest dose activity change, negative = inhibition, actives largely listed as inhibitors; Huh7.5.1 HCVcc-Cre infection, luciferase reporter, 44 h; further: potency means the concentration at half of the fitted maximal effect; on the % scale 0 is the no-effect control and ±100 the full control effect
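Compounds are dispensed onto cells plated 4 h earlier at 1,000 per well, with HCVcc-Cre virus (about 0.5 moi) added next. Following 44 h of culture, luminescent signal is measured for 15 sec after 15 min with substrate at room temperature.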
Giardia FBPA inh: inhibitors of Giardia lamblia fructose-1,6-bisphosphate aldolase; actives 0.71% (n = 290,000); AID 2451; A8B2U2; Potency, µM (top dose mostly 59.6 µM), for the others: at the highest dose activity, negative = inhibition, most hits filed as inhibitors; purified Giardia FBPA; further: potency means the concentration at half of the fitted maximal effect; on the % scale 0 is the no-effect control and ±100 the full control effect; nearly all actives have a fitted effect of over 55% in size
Target sequence (A8B2U2 whole entry, looked up): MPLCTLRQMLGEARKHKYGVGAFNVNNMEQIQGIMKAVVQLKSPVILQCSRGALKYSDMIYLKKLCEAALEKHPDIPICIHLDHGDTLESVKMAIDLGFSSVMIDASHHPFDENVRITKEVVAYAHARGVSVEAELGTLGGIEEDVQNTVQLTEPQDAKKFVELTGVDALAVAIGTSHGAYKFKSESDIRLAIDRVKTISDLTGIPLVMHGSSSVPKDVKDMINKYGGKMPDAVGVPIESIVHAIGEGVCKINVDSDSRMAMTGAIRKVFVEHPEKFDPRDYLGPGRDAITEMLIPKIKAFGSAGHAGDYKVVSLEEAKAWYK
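40 nM FBPA preincubated 10 min at RT with compound (up to 57.5 uM final), then substrate plus GAPDH/TPI/NAD/arsenate coupling and diaphorase/resazurin added. Fluorescence read after 20 min at RT, 525/598 nm.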
Shiga toxin inh: inhibitors of Shiga toxin in Vero cells; Vero cells, Shiga toxin protein synthesis inhibition reporter; inhibition, % at 38.7 µM; actives 9.2% (n = 290,000); AID 2315; in the data active means inhibition mostly above about 28%, no sharp cut-off; inactive means mostly below about 43%; further: 0% is about no effect
Pf growth 96h: P. falciparum growth inhibition at 96 hour, primary screen for plastid delayed-death inhibitors | P. falciparum luciferase reporter growth, 96 h | Potency, µM (doses to about 28.7 µM), without a hit: top-dose activity change, negative = inhibition, usual class: inhibitors | actives 6.9% (n = 320,000); further: potency means the concentration at half of the fitted maximal effect; on the % scale 0 is the no-effect control and ±100 the full control effect
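Two-generation exposure (96 h) targets delayed-death phenotype. Reporter parasites carrying integrated firefly luciferase, in red cells at 2% hematocrit and 0.05% parasitemia final, kept at 37 C, 5% CO2; luminescence loss indicates inhibition.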
* marks the source's active call; other numbers are inactive results; ? = inconclusive; . = no result given; [ ] = dose if it differs, or a comment. Unless noted, the call rests on the fitted dose curve; in most records, active means well fitted curve in the direction sought with a large enough effect; inconclusive means small, poorly fitted or top-dose-only effect, or another doubt; inactive means no such curve, though single readings can be large; an effect the other way counts as inactive or inconclusive.

The first 7 records, to show the layout:
SMILES	CHX counter	Pf growth 48h	HCV inh	Giardia FBPA inh	Shiga toxin inh	Pf growth 96h
Oc1ccc(Br)cc1/C=N/n1c(COc2ccccc2)n[nH]c1=S	-3	35%[activator]	11%	10%	-12	36%[activator]
O=C(NC1=NCCS1)c1cccc(S(=O)(=O)N2CCCCC2)c1	-1	30%	.	4%	-11	482%[activator]
COc1ccccc1OCCOc1ccc(/C=C2/C(=N)N3OC(C)=CC3=NC2=O)cc1OC	-2	2%	-21%	-4%	-10	137%[activator]
Cc1[nH]cnc1CSCCN	-3	.	11%	-11%	-6	-23%
C=CCN1C(=O)/C(=C2/Sc3ccc(OC)cc3N2CC)SC1=S	-2	-12%	-1%	-6%	.	?
COc1ccc(CCNC2=CC(=O)CC(C)(C)C2)cc1	17	7%	-2%	0%	40	0%
Cc1c(Cl)cccc1NC(=O)COC(=O)c1c2c(nc3ccccc13)CCN(Cc1ccccc1)C2	1	13µM*	?	10%	8	2.9µM*

The listing, repeating the preview:
SMILES	CHX counter	Pf growth 48h	HCV inh	Giardia FBPA inh	Shiga toxin inh	Pf growth 96h
Oc1ccc(Br)cc1/C=N/n1c(COc2ccccc2)n[nH]c1=S	-3	35%[activator]	11%	10%	-12	36%[activator]
O=C(NC1=NCCS1)c1cccc(S(=O)(=O)N2CCCCC2)c1	-1	30%	.	4%	-11	482%[activator]
COc1ccccc1OCCOc1ccc(/C=C2/C(=N)N3OC(C)=CC3=NC2=O)cc1OC	-2	2%	-21%	-4%	-10	137%[activator]
Cc1[nH]cnc1CSCCN	-3	.	11%	-11%	-6	-23%
C=CCN1C(=O)/C(=C2/Sc3ccc(OC)cc3N2CC)SC1=S	-2	-12%	-1%	-6%	.	?
COc1ccc(CCNC2=CC(=O)CC(C)(C)C2)cc1	17	7%	-2%	0%	40	0%
Cc1c(Cl)cccc1NC(=O)COC(=O)c1c2c(nc3ccccc13)CCN(Cc1ccccc1)C2	1	13µM*	?	10%	8	2.9µM*
COCCCNc1oc(-c2ccccc2OC)nc1C#N	4	-24%	0%	-2%	53	162%[activator]
CCn1nc(C(=O)OC2CCOC2=O)c2ccccc2c1=O (configuration not stated)	-4	6%	0%	3%	8	-15%
CC(NC(=O)[C@H](C)NC(=O)C1CC(=O)N(c2ccc3c(c2)OCO3)C1)c1ccccc1 (some centres not stated)	-4	25%	8%	-2%	-4	76%[activator]
Cn1cc(Cl)cc(C(=O)Nc2ccccc2)c1=O	34*	100%[activator]	1%	5%	59*	119%[activator]
Cc1ccc(S(=O)(=O)Nc2cc(=O)[nH]c(SCC(=O)Nc3ccccc3C(F)(F)F)n2)cc1	-5	34%[activator]	12%	-10%	14	90%[activator]
CCC12C(=O)C(CC)(C(c3ccccc3)=C1c1ccccc1)[C@@H]1C(=O)N(c3ccccc3)C(=O)C12 (some centres not stated)	-1	2.1µM*	14µM*	1%	-6	?
CCN(CC)Cc1c(C(=O)N/N=C/c2ccco2)nnn1-c1nonc1N	1	7%	11%	.	-3	-20%
Cc1ccc(S(=O)(=O)CCSC(=N)N)cc1	-2	-6%	10µM*	-1%	4	3%
Cc1[nH]n(-c2ccc(F)cc2)c(=O)c1C=Nc1ccc(S(=O)(=O)N(C)C)cc1	12	-10%	22%	-10%	3	6%
C/C(=N\O)c1cc(Cl)ccc1O	-3	42%[activator]	?	-8%	-6	28%
Cc1c(C(=O)NC(=S)Nc2ccccc2N2CCCC2)cccc1[N+](=O)[O-]	1	15µM*	3.5µM*	-1%	-13	?
O=C1C2C3C=CC(CNS(=O)(=O)c4ccccc4)(O3)C2C(=O)N1c1ccc(Cl)cc1 (configuration not stated)	9	8%	6%	1%	1	-30%
CCOC(=O)N1CCN(S(=O)(=O)c2ccc(C)cc2)CC1	-1	0%	25%	9%	-5	?
O=C(NNc1ccc([N+](=O)[O-])cc1)Nc1ccccc1	9	-10%	5%	-5%	1	?
CC(=O)COc1ccc2c(C)c(-c3ccccc3)c(=O)oc2c1	45*	155%[activator]	-7%	-8%	58*	146%[activator]
CCCCOCCCNC(=O)C1CCCCC1	-7	4%	23%	3%	-2	8.3µM*
O=C(NCc1ccccc1)c1ccc(CN2CCOCC2)cc1	12	55%[activator]	21%	7%	51	126%[activator]
Cc1cccc(NC(=O)c2cc(S(=O)(=O)N3CCCC3)cn2C)c1	1	14%	4%	4%	-3	-22%
Cc1ccc2cc(C#N)c(N3CCCN(C(=S)NCCCN(C)C)CC3)nc2c1	-7	10µM*	10µM*	-5%	-13	?
COC(=O)CSc1nnc(CNC(=O)c2ccc(S(=O)(=O)N3CCCCC3)cc2)n1C	-3	6%	8%	12%	-19	1.5µM*
CCCOc1cccc(C(=O)N(Cc2ccc(OC)c(OC)c2)C2CCS(=O)(=O)C2)c1 (configuration not stated)	-8	.	27%	3%	-17	?
COc1ccc(N2CC(C(=O)N3CCN(c4ccccc4OC)CC3)CC2=O)cc1 (configuration not stated)	-9	13%	-4%	.	-6	-12%
O=C(COc1ccccc1)NCC(c1ccco1)N1CCN(c2ccc(F)cc2)CC1 (configuration not stated)	.	?	?	.	.	?
COc1ccc(S(=O)(=O)NCCSc2ccc(C)cc2)cc1OC	0	14%	-16%	2%	5	.
CCCOC(=O)c1ccc(NC(=O)c2cnccn2)cc1	26*	68%[activator]	-9%	3%	51*	107%[activator]
O=C(NC(=S)Nc1ccccc1F)C1CCCCC1	57*	-16%	.	.	61	?
Cc1ccc(NC(=O)c2ccco2)c(NC(=O)c2ccccc2C)c1	6	35%[activator]	?	9%	-4	41%[activator]
Cc1cc(NC(=O)Nc2cccc(C(F)(F)F)c2)n(C)n1	2	-15%	-23%	0%	1	-26%
COc1ccccc1-c1cc(C(=O)NC(C)c2ccccc2)no1 (configuration not stated)	7	?	.	-5%	-18	?
COC(=O)CSc1cccc2c1C(=O)CC2c1ccccc1 (configuration not stated)	13	14%	-5%	12%	19	-20%
Cc1cccc(NS(=O)(=O)c2cc(C(=O)N3CCCC3)ccc2Cl)c1	-2	4%	11%	3%	-4	21%
N#CCCn1cc(C=C2C(=O)NC(=O)NC2=O)c(-c2ccccc2)n1	-4	-7%	9%	3%	15	14%
O=c1[nH]c(/C=C\c2cccc(O)c2)nc(O)c1[N+](=O)[O-]	1	?	5%	-8%	2	5%

Retrieved by compound from the entries so far, two records:
SMILES	CHX counter	Pf growth 48h	HCV inh	Giardia FBPA inh	Shiga toxin inh	Pf growth 96h
Cc1cccc(NS(=O)(=O)c2cc(C(=O)N3CCCC3)ccc2Cl)c1	-2	4%	11%	3%	-4	21%
CCCOC(=O)c1ccc(NC(=O)c2cnccn2)cc1	26*	68%[activator]	-9%	3%	51*	107%[activator]

The list goes on:
SMILES	CHX counter	Pf growth 48h	HCV inh	Giardia FBPA inh	Shiga toxin inh	Pf growth 96h
Clc1ccc(CONc2ncnc3nonc23)c(Cl)c1	8	0%	-17%	4%	99	3%
COc1ccc(CNCCC(c2ccc(OC(C)C)cc2)c2ccccc2OC)cc1 (configuration not stated)	-7	?	?	-5%	-10	?
Cc1cccc(C)c1OCC(=O)NNC(=O)c1ccoc1C	-4	28%	9%	7%	4	-23%
COC(=O)c1nnn(CC(=O)Nc2cc(Cl)ccc2C)c1C(=O)OC	-4	.	17%	2%	-3	9%
Cc1ccc(CN(C(=O)CNC(=O)c2cccs2)C(C(=O)NCC2CCCO2)c2ccccc2)cc1 (configuration not stated)	3	?	6%	-3%	9	?
COC(=O)C1=C(C)N(c2cccc3ccccc23)C(=O)C1	-2	-15%	?	-27%	-8	36%[activator]
CC(=O)c1c(C(C)=O)c(C)n(NC(=O)c2ccncc2)c1C	-1	33%[activator]	11%	-1%	-12	2%
C#CCn1c(=O)c2c(nc(/C=C/c3cccc(OC)c3)n2C)n(CCCOP(=O)(O)O)c1=O	-10	.	.	-8%	2	.
COC(=O)c1ccccc1NC(=O)CSc1nc(N)cc(=O)[nH]1	-4	13%	5%	-5%	2	?
O=C(COC(=O)c1cccs1)NCc1ccco1	-2	2%	2%	0%	39	?
O=C(COc1ccc(Br)cc1)Nc1ccccc1C(=O)N1CCOCC1	-1	1%	.	-1%	1	31%[activator]
COc1ccc(-c2ccnc3c(C(=O)O)cnn23)cc1	0	-3%	21%	?	2	0%
Cc1cc(=O)n2c3ccccc3n(CC(O)CN3CCOCC3)c2c1C#N (configuration not stated)	-5	-1%	?	2%	-11	?
CCOC(=O)C1=C(C(F)(F)F)Nc2ncnn2C1c1cc(OC)c(OC)cc1OC (configuration not stated)	10	?	24%	4%	-16	-4%
NS(=O)(=O)c1ccc(CNC(=O)c2cc(-c3ccccn3)nc3ccc(Cl)cc23)cc1	-2	?	-30%	-13%	-15	44%
CN(C)c1ccc(/C=N/NC(=O)c2ccccc2Cl)cc1	35*	87%[activator]	?	-6%	10	-4%
Fc1ccccc1Sc1ccccc1CNC1=NCCN1	-1	?	?	30%	12	10µM*
COc1ccc(C(=O)NC(C)CCCC(C)(C)O)cc1OC1CCN(C(C)=O)CC1 (configuration not stated)	-1	-4%	21%	5%	-7	7.4µM*
CC(C)(C)NS(=O)(=O)c1ccc2nc(NC(=O)c3ccc(N4C(=O)CCC4=O)cc3)sc2c1	1	?	-3%	3%	2	42%[activator]
Cc1ccc(S(=O)(=O)N2CCCC(c3nc4c(nnn4Cc4ccc5c(c4)OCCO5)c(=O)[nH]3)C2)cc1 (configuration not stated)	-1	?	-4%	.	-3	?
O=C1CC(c2ccccc2)CC(O)=C1C=NCCN1CCN(C(=S)Nc2cccc(Cl)c2)CC1 (configuration not stated)	-2	?	16%	-1%	-15	13%
N#CC1=C(S)N=C(N)C(c2nc(-c3ccccc3)cs2)C12CCCCC2 (configuration not stated)	16	.	-14%	26%	11	11%
CCCCn1c(N)c(N(CC(C)C)C(=O)c2cc(Cl)nc3ccccc23)c(=O)[nH]c1=O	.	?	20%	.	.	-15%
CCCCNc1ccc(S(=O)(=O)c2cccc([N+](=O)[O-])c2)cc1[N+](=O)[O-]	1	-26%	0%	3%	-8	237%[activator]
COc1ccccc1-n1c(-c2ccco2)n[nH]c1=S	-3	-8%	8%	14µM*	23	-16%
COc1ccc(/C=C/C(=O)NCc2nc3ccccc3[nH]2)cc1OC	17	0%	18%	1%	34	-20%
O=C(CSc1nnc(NC2CC2)s1)NN1C(=O)NC2(CCCCC2)C1=O	.	-17%	10%	.	.	-21%
Cc1ccc(-c2cc(C(=O)O)n[nH]2)s1	-2	13%	-3%	-5%	-9	-17%
c1ccc2c(c1)CCN2CCN1CCc2ccccc21	11	?	-1%	-5%	27	20%
CCC(C)N(C(=O)CSc1nnc(-c2ccco2)n1C)C1CCS(=O)(=O)C1 (configuration not stated)	.	-22%	4%	.	.	26%
O=C(C1CCN(S(=O)(=O)c2ccc3ccccc3c2)CC1)N1CCN(c2ncccn2)CC1	-5	?	?	1%	-6	.
CCCCNC(=O)C1CCC(CNS(=O)(=O)c2ccc(C)cc2)CC1 (configuration not stated)	-2	-16%	-8%	1%	11	53%[activator]
O=C(O)C1CCCN1C(=O)Oc1ccccc1 (configuration not stated)	-6	5%	12%	5%	-15	?
COC(=O)c1ccc(C2NCCc3cc(OC)c(OC)cc32)cc1 (configuration not stated)	-1	?	25%	0%	-1	71%[activator]
COc1ccc(C(=O)N2CCN(CCNC(=O)C(=O)Nc3ccc(Br)cc3)CC2)cc1	4	-16%	.	4%	-9	17%
COc1ccc(C2=NN(C(=O)CCC(=O)O)C(c3ccc(Br)cc3)C2)cc1 (configuration not stated)	-1	-9%	10%	10%	-6	?
COC(=O)n1c(=O)oc2ccc(S(=O)(=O)N3CCCCC3)cc21	1	-1%	23%	9%	8	-16%
CC(C)OC(=O)NC(Nc1ccccc1C(=O)O)(C(F)(F)F)C(F)(F)F	-1	19%	16%	-11%	-1	9%
Cc1ccc(CNC(=O)c2cccnc2Sc2cccc(Cl)c2)cc1	0	7%	12%	8%	10	55%[activator]

Screening data deposited in PubChem BioAssay by National Center for Advancing Translational Sciences (NCATS).
